# Compound activity from PubChem BioAssay.
# Ecoli viability = bacterial growth inhibition, counter-screen for AddAB inhibitors; E. coli V3065 growth, OD600 absorbance, 18 h; inhibition, % at 11.9 µM; 0.27% of 330,000 active;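 active = inhibition above the campaign's mean inhibition across all tested compounds plus 3 SD, cut at about 9.9% in these data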;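 note: uninfected addAB+ strain grown without phage in ampicillin broth; 0% = DMSO wells and 100% = ciprofloxacin 0.95 µg/ml wells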
# Mot1-301 SUMO = blocks SUMOylation pathway, rescuing yeast Mot1-301 growth; growth rescue, % at 18.8 µM; S. cerevisiae Mot1-301 growth rescue, ATP luminescence, 38.5C; percent above DMSO median, 100 means doubled; 1% of 320,000 active; AID 2716;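 active = every valid replicate shows activation above 250% relative to neutral control wells; inactive = the rest, any valid replicate at or below 250%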;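 note: OY570 slx delta 5 strain wells were the positive control but not used for scaling; some compounds called inactive have numbers as strong as hits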
# HTR5A inv ctr = HTR5A inverse agonism, opioid heterodimer counter-screen; P47898; 0.083% of 340,000 active; inhibition, % at 9.3 µM; HTR5A cell line, luminescence; in the data active = inhibition mostly above about 23%, no sharp cut-off; inactive = mostly below about 18%;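 note: 0% = cells with DMSO and 100% = no-cell wells with DMSO; some compounds called inactive have numbers as strong as hits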
# Target sequence (P47898 whole entry, looked up): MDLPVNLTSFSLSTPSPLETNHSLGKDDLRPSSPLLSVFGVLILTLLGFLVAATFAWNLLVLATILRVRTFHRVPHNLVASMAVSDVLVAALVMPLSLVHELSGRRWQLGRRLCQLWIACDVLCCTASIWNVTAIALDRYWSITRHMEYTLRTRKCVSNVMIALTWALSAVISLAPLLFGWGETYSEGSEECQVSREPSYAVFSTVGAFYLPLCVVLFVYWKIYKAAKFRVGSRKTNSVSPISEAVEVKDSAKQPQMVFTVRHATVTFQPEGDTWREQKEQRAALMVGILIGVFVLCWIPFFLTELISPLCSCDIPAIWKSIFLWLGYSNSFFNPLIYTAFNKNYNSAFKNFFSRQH
# phage Ecoli inh = E. coli growth loss with phage present; growth absorbance; inhibition, % at 11.9 µM; 0.26% of 360,000 active; AID 651602; in the data active = inhibition above about 11%
# PKA-R1A act = PKA-R1A complex activation; P00514+P68181; PKA-R1A dissociation, Cy5-IP20 fluorescence polarization; scaled: DMSO 0%, 113 µM cGMP 100%; activation, % at 11.4 µM; 0.083% of 340,000 active; AID 504707;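 active = percent activation above the mean of all tested compounds plus 3 SD, cut at about 19% in these data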;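 note: higher means more PKAc released from R1A so a rise in polarization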
# PKA-R2B activ = PKA-R2B complex activation; activation, % at 11.4 µM; PKA-R2B holoenzyme dissociation, Cy5-IP20 fluorescence polarization; R2B truncated from residue 108, S112A mutant; 0% DMSO only, 100% 113 µM cGMP; P22694+P31323; 0.079% of 340,000 active;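 active = activation above a cutoff set at the mean over all compounds plus 3 SD, cut at about 18% in these data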;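 note: higher means more holoenzyme dissociation and a rise in polarization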
# Target sequence (P31323 whole entry, looked up, other chains not shown, the tested form may be a part): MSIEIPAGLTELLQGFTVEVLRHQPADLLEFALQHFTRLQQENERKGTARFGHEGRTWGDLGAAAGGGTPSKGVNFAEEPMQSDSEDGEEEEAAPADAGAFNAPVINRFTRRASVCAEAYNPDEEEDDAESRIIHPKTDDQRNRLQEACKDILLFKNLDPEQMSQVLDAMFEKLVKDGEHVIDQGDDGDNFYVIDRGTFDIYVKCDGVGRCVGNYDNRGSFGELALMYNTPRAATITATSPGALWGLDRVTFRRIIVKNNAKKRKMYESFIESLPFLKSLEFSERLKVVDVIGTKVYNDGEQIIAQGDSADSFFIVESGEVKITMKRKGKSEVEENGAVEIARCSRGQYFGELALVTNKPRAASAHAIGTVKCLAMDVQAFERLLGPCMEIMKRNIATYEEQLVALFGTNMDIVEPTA
# OPRM1-OPRD1 inv = inverse agonists of human mu-delta opioid receptor heterodimerization | cell-based MOR-DOR heterodimer luminescence, inverse agonism | inhibition, % at 9.3 µM | 0.21% of 340,000 active | AID 504357; in the data active = inhibition above about 22%, passing the limit was not always enough;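 note: 0% = cells with DMSO and 100% = wells without cells with DMSO; values of inactives mirror those of a sister screen read the other way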
# OPRM1-OPRD1 ag = OPRM1-OPRD1 heterodimerization agonism; P35372+P41143; cells, luminescence; activation, % at 9.3 µM; 0.3% of 340,000 active; AID 504326; in the data active = activation above about 18%;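 note: 0% = vehicle-treated cells and 100% = reference agonist; values of inactives mirror those of a sister screen read the other way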
# AddAB inh = less growth of phage-infected E. coli with AddAB; E. coli expressing H. pylori AddAB, absorbance growth; inhibition, % at 11.9 µM; 0.29% of 330,000 active; AID 435030; in the data active = inhibition above about 12%;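 note: 0% = vehicle wells of infected cells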
# PfHsp90 set2 = inhibits growth of yeast expressing Plasmodium falciparum Hsp90 | AID 504621 | 0.32% of 310,000 active | S. cerevisiae expressing PfHsp90, BacTiter-Glo ATP, 48 h; yeast lacking PDR1 and PDR3 efflux regulators | inhibition, % at 9.4 µM;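 active = every replicate shows inhibition above about 80%, whatever the replicate mean, limit read from the data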;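 note: 0% = DMSO neutral controls and 100% = 20 µM radicicol positive controls; yeast relying on Plasmodium falciparum Hsp90 in place of its own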
# Tat transport = inhibitors of E. coli Tat protein transport; inhibition, % at 10 µM; E. coli MC4100 TorA-mCherry Tat export, fluorescence; AID 488895; 0.036% of 340,000 active;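 active = mean replicate inhibition at least 50% and at least half of replicates individually reaching 50%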;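 note: exported cargo escapes ClpAP degradation while cytoplasmic cargo is degraded and loses fluorescence; 0% = median of neutral control wells and 100% = median of NaSCN control wells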
# * marks the source's active call; other numbers are inactive results; x = no result given.
# Value order: Ecoli viability	Mot1-301 SUMO	HTR5A inv ctr	phage Ecoli inh	PKA-R1A act	PKA-R2B activ	OPRM1-OPRD1 inv	OPRM1-OPRD1 ag	AddAB inh	PfHsp90 set2	Tat transport
CCC1CCc2sc(C(=O)N(C)CC(=O)Nc3ccc(OC)cc3)cc2C1 (centres undefined)
→ -1.1	19	-18	3.6	-6	2	7	-1.1	-0.4	-15	-5
CC(C)CN(C(=O)COC(=O)c1c2c(nc3ccccc13)CCC2)c1c(N)n(Cc2ccccc2)c(=O)[nH]c1=O
→ -0.1	-9	1	0.6	-5	-4	6	-1.2	4.0	-13	10
Clc1ccc(-c2nnc(NCCN3CCCC3)c3ccccc23)cc1
→ -2.6	111	2	4.6	5	-4	1	-0.1	3.0	-13	5
OCCNCCCCCOc1ccc(F)cc1
→ 0.9	105	-7	4.0	-8	-2	3	-0.5	-0.3	12	-1
CCCC(=O)c1c(NC)cc(C)oc1=O
→ -0.7	5	21	3.4	-4	11	9	-1.9	1.8	x	-1
COCCCNCC(=O)c1c(N)n(Cc2ccccc2)c(=O)n(C)c1=O
→ -1.0	15	4	2.2	6	4	10	-1.9	3.2	-4	-4
O=C(NCC(c1ccco1)N1CCc2ccccc21)c1cccc([N+](=O)[O-])c1 (centres undefined)
→ 1.5	42	11	3.8	1	-2	-13	1.9	1.7	-27	-3
CCOC(=O)C1=C(O)C(=O)N(Cc2ccc(C(C)(C)C)cc2)CC1
→ -0.6	6	0	2.2	5	-7	2	-0.3	2.4	10	1
COc1ccc2c(COC(=O)c3cccc(S(=O)(=O)NCC(C)C)c3)cc(=O)oc2c1
→ -3.3	-9	-6	-0.7	6	2	9	-1.7	0.5	-9	30
CSc1ccccc1OCc1cc(C(=O)N2CCNC(=O)C2)no1
→ -0.9	-14	-16	-1.0	9	-15	16	-3.0	0.9	14	-1
CC(=O)Nc1ccc2nc(CN3CCC(CO)(CCc4ccccc4)CC3)ccc2c1
→ -0.9	77	-22	2.6	5	-7	5	-0.9	1.2	-2	0
COC(=O)CCN(C(=O)c1ccc([N+](=O)[O-])cc1)c1ccccn1
→ 3.6	-4	-9	0.7	4	-1	0	0.0	2.6	6	3
CN(C)CCCN(C(=O)c1cccs1)c1nc2cc3c(cc2s1)OCO3
→ 0.3	-15	8	2.5	-5	-5	10	-2.1	0.1	-6	10
CC(CN1C(C)CCCC1C)OC(=O)c1ccc(Cl)cc1Cl (centres undefined)
→ 0.4	-27	-22	2.3	-3	-1	2	-0.3	-0.7	16	4
Cc1ccc(NC(=O)Cn2c(-c3ccc(F)cc3)cnc2SCC(=O)Nc2c(C)cccc2C)cc1
→ -0.1	234	-28	1.2	-7	0	-4	0.8	3.8	-37	1
O=C1c2sc3nc4c(c(=O)n3c2C(=O)N1c1ccccc1)CCC4
→ 0.9	11	-11	1.0	-15	-8	12	-2.2	-1.9	6	-9
Cc1ccc(NS(=O)(=O)c2cc(C(=O)N3CCCC3)ccc2C)cc1C
→ 0.8	296	2	3.7	-15	-14	13	-2.6	3.1	-82	-8
Cc1ccc(NC(=O)c2cc(-c3cccs3)nc3ccccc23)nc1
→ -0.4	-13	-22	2.8	-6	-6	-2	0.4	0.8	-17	13
O=C(c1cccc(-c2ccco2)c1)N1CCCC(N2CCN(c3ccc(F)cc3)CC2)C1 (centres undefined)
→ -3.6	-8	-23	0.5	-1	-7	-5	0.9	2.7	3	1
Cc1ccc(-n2ncc(N(C)C)c(Cl)c2=O)cc1
→ -1.2	1	-1	1.9	-8	-6	15	-3.1	3.6	0	7
O=C(c1ccco1)N1N=C(c2ccc(Br)cc2)CC1c1ccco1 (centres undefined)
→ -1.2	88	-6	1.1	-2	-2	-2	0.4	2.8	-2	-3
O=[N+]([O-])c1ccc(S(=O)(=O)Nc2ccc(S(=O)(=O)N3CCCC3)cc2)cc1
→ 0.1	-10	6	2.7	9	-9	-6	1.0	2.0	3	5
Cc1ccc(-c2nnc(-c3ccccc3Br)o2)cc1
→ 0.6	-9	2	1.1	0	2	-19	4.0	-0.6	-16	11
O=C(CC1CCCCC1)Nc1ncn[nH]1
→ 0.0	-6	-3	1.5	6	1	12	-2.2	1.7	-8	-8
Cc1cccc(N2CC(C(=O)Nc3nccs3)CC2=O)c1C (centres undefined)
→ -0.2	-12	1	-3.5	16	-5	10	-1.8	2.9	23	-4
O=CN/C=C/c1cccc(O)c1
→ x	x	-1	0.2	4	0	17	-3.8	x	-26	-1
CC(C)(C)OC(=O)C[C@@H]1C/C=C\C[C@@H](CC(=O)N(CCO)Cc2ccccc2)C(=O)N[C@H](Cc2c[nH]c3ccccc23)COC1=O
→ 0.3	-6	-5	1.8	-1	-3	16	-2.7	1.9	19	-1
O=c1nc2ccccc2c2n1CC(CN1CCN(c3cccc(Cl)c3)CC1)N2 (centres undefined)
→ -0.5	2	-25	2.8	-5	0	-5	0.9	1.4	x	0
CCCCCOc1ccccc1C(=O)NCCCC(=O)O
→ -1.0	4	-7	1.6	-1	-11	-5	0.9	-5.8	16	7
CC(C)Nc1nc(NC(C)C)nc(Oc2ccc(/C=N/O)cc2)n1
→ -3.5	15	8	3.9	-7	-6	8	-1.3	-1.1	1	-7
CCc1nnc(NS(=O)(=O)c2ccc(N=CC3=C(O)CC(C)(C)CC3=O)cc2)s1
→ 11*	-14	0	14*	2	3	9	-1.7	17*	-6	-4
C=CCn1c(SCC(=O)NC2CCS(=O)(=O)C2)nnc1-c1ccc(Cl)cc1 (centres undefined)
→ -0.6	-14	4	-1.5	-3	-10	1	-0.2	1.9	22	-3
O=C(N/N=C/c1ccoc1)c1ccccc1O
→ 3.2	255	8	4.2	-5	4	8	-1.5	4.0	0	6
CC(C)(C)NC(=O)C[C@H]1C[C@H](C(=O)N2CCOCC2)[C@@]2(CCC3CCCC3)c3[nH]c4ccc(Cl)cc4c3CCN2C1=O
→ -2.0	x	-1	x	1	-7	5	-1.0	1.4	-10	9
CC(=O)NC(CCS(C)(=O)=O)C(=O)Nc1cccc2ccccc12 (centres undefined)
→ -0.8	-7	5	2.1	3	3	9	-1.6	0.8	16	-6
COc1ccc(C=CC(=O)c2c(OC)cc(OC)c(OC)c2O)cc1
→ x	x	9	0.2	-5	6	8	-1.5	x	-8	-6
CCCC1(c2ccccc2)NC(=O)N(CC(=O)Nc2cc(C)ccc2OC)C1=O (centres undefined)
→ -0.4	20	-10	-4.1	-8	-5	9	-1.6	1.6	-23	5
Cc1ccc(C(=O)Nc2ccnc(-c3ccncc3)n2)cc1
→ 0.4	23	-3	3.9	-8	-1	-1	0.1	-0.3	18	-11
C=C(C)c1nc2cc(OC)c(OC)cc2c(=O)o1
→ -0.6	-4	-4	0.9	-2	-1	8	-1.5	2.1	-6	-5
COc1ccc(N(CC(C)C)S(=O)(=O)c2nnc(NC(=O)c3ccco3)s2)cc1
→ 1.5	-6	-7	-2.5	-5	-1	9	-1.7	5.8	-8	6
Cc1cccc(C(=O)NC2CCN(CC(=O)N3CCOCC3)CC2)c1
→ 0.9	23	-15	0.8	6	1	6	-0.9	4.4	-17	2
Cc1ccc2c(c1)C1CC(C)(O2)N(c2cccc(C(=O)N3CCN(c4ccccn4)CC3)c2)C(=O)N1 (centres undefined)
→ 1.6	-12	-9	2.8	12	3	11	-2.0	5.2	-35	4
CCOC(=O)C(NC(=O)c1ccccc1)(OCc1ccc(F)cc1)C(F)(F)F (centres undefined)
→ 0.6	-15	-9	3.4	-10	-3	-10	1.6	0.3	48	-6
C/C(CC(=O)Nc1ccc(N(C)C)cc1)=N\NC(=O)c1ccc([N+](=O)[O-])cc1
→ x	390	4	1.8	1	-10	4	-0.8	x	3	-3
COc1ccc(-c2nnn(CC(=O)N(CCCN3CCOCC3)C(C(=O)NC3CCCC3)c3ccco3)n2)cc1 (centres undefined)
→ -0.8	2	-1	1.5	5	-14	9	-1.8	1.0	-2	-4
O=C(NCc1ccc2c(c1)OCO2)c1cccs1
→ 1.9	1	6	5.4	-5	-7	9	-1.6	1.9	x	6
COCC(C)NC(=O)CSc1nc2nn(-c3ccccc3)c(=O)c-2c2n1CCCCC2 (centres undefined)
→ -2.5	-6	-12	3.8	0	3	7	-1.6	-0.3	-5	-4
Cc1cccc(N(Cc2ccccc2)C(=O)c2ccc(CS(C)(=O)=O)cc2)c1
→ -1.3	-1	19	-0.9	4	-1	15	-2.7	3.9	-45	16
CC(NC(=O)CSc1cccc(C(F)(F)F)c1)c1ccccc1 (centres undefined)
→ -2.0	-3	0	3.5	-15	-10	-2	0.3	0.7	10	-1
COc1cc2c(cc1OC)CN(C(=O)CCC(=O)c1ccc(F)cc1)CC2
→ -0.7	10	2	0.9	-3	-5	-4	1.0	0.0	x	3
CCOc1ccccc1NC(=O)[C@@H](NC(=O)c1ccccc1F)C(C)C
→ 1.1	-15	10	3.3	-1	-4	13	-2.5	0.3	-17	-3
CCc1ccccc1N(CC)C(=O)c1cn(CC)c(=O)c2cc(OC)c(OC)cc12
→ -4.4	0	-9	-2.1	4	4	6	-1.2	-1.2	-16	2

# Among those listed so far, 5 have an aryl thioether with sulfur outside any ring.
# Value order: Ecoli viability	Mot1-301 SUMO	HTR5A inv ctr	phage Ecoli inh	PKA-R1A act	PKA-R2B activ	OPRM1-OPRD1 inv	OPRM1-OPRD1 ag	AddAB inh	PfHsp90 set2	Tat transport
CSc1ccccc1OCc1cc(C(=O)N2CCNC(=O)C2)no1
→ -0.9	-14	-16	-1.0	9	-15	16	-3.0	0.9	14	-1
Cc1ccc(NC(=O)Cn2c(-c3ccc(F)cc3)cnc2SCC(=O)Nc2c(C)cccc2C)cc1
→ -0.1	234	-28	1.2	-7	0	-4	0.8	3.8	-37	1
C=CCn1c(SCC(=O)NC2CCS(=O)(=O)C2)nnc1-c1ccc(Cl)cc1 (centres undefined)
→ -0.6	-14	4	-1.5	-3	-10	1	-0.2	1.9	22	-3
COCC(C)NC(=O)CSc1nc2nn(-c3ccccc3)c(=O)c-2c2n1CCCCC2 (centres undefined)
→ -2.5	-6	-12	3.8	0	3	7	-1.6	-0.3	-5	-4
CC(NC(=O)CSc1cccc(C(F)(F)F)c1)c1ccccc1 (centres undefined)
→ -2.0	-3	0	3.5	-15	-10	-2	0.3	0.7	10	-1
